# FLuc inhib CS: firefly luciferase enzyme inhibitors, primary screen, artefact control for luciferase-based inhibitor screens, biochemical, luminescence, ATPLite | AID 1006, 2008 | 10 min | actives 1.5% (n = 200,000) | inhibition, % at 10 µM | Luciferin 4-monooxygenase (Photinus pyralis), P08659;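 active = inhibition above about 50% when tested at 10 µM, limit read from the data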
# Target sequence (P08659 whole entry, looked up): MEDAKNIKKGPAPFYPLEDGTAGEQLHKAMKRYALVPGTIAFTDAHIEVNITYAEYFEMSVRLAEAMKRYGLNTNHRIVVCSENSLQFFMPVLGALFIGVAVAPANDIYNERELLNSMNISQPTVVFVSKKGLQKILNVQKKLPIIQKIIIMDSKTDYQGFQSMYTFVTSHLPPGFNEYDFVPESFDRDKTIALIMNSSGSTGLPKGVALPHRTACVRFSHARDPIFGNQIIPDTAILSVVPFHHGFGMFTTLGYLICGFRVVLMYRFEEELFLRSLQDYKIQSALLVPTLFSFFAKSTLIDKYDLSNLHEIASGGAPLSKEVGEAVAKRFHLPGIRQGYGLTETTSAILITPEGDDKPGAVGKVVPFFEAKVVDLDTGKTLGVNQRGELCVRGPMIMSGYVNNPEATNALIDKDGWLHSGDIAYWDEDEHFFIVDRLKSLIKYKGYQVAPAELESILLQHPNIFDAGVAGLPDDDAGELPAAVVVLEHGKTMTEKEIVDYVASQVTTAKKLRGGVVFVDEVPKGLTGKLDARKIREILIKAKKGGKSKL
# APP 5'UTR act: activators of APP 5'UTR luciferase reporter, primary screen, SH-SY5Y cells. SH-SY5Y APP 5'UTR luciferase reporter, luminescence; zero percent = DMSO vehicle wells. activation, % at 2 µM. actives 1% (n = 190,000). AID 1276, 2008;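 active = activation above a set limit, based on mean plus 3 SD of controls, cut at about 140% in these data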; also: values of inactives mirror those of a sister screen read the other way
# TNAP act hiacc: TNAP activators at high phosphate acceptor level, primary screen, biochemical, luminescence, uHTS. Alkaline phosphatase, tissue-nonspecific isozyme (Homo sapiens), P05186. purified TNAP, CDP-star luminescence, 1 M DEA, 30 min; active compounds read high; 0 = EDTA background, 1 = DMSO-only activity. activation factor at 20 µM. 200,000 tested, under 10 active;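 active = activation factor at least 2 at 20 µM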
#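 Dosing: 20 µM single point. System: human TNAP. Amount: TNAP 1/800 final. Incubation: 30 min, room temperature. Read-out: TNAP activation factor scaled between EDTA and DMSO control wells. Signal: luminescence from CDP-star hydrolysis. Medium: 1 M DEA, pH 9.8, Mg2+, Zn2+. Control set: EDTA negative control, DMSO positive control.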
# bIAP act: bovine intestinal alkaline phosphatase activators, primary screen, biochemical, bovine IAP, CDP-star luminescence. alkaline phosphatase, intestinal [Bos taurus]. purified bovine IAP, 30 min; active compounds read high; fold of DMSO-control signal, blank-subtracted. activation factor at 20 µM. actives 0.17% (n = 200,000). AID 1016, 2008;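 active = activation factor of 2 or more at 20 µM, a signal rise over negative controls twice the positive control's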
# NF-kB neuron act: activators of NF-kB expression in neurons, primary screen, cell-based, HTS; actives 1.6% (n = 190,000); fold change at 12.5 µM; AID 1239, 2008; human neuronal cells, NF-kB reporter expression; active compounds read high; in the data active = fold change above about 3.3
# TNAP inh hi DEA: human TNAP enzyme inhibitors, primary screen, biochemical, luminescent, high phosphate acceptor level, uHTS. Alkaline phosphatase, tissue-nonspecific isozyme (Homo sapiens), P05186. purified TNAP, CDP-star luminescence, 1 M DEA. inhibition, % at 20 µM. actives 0.03% (n = 200,000). AID 1135, 2008;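 active = over 50% inhibition of tissue-nonspecific alkaline phosphatase at 20 µM in the single-dose screen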;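 also: plate controls were DMSO wells for no effect and EDTA-quenched wells as full inhibition for full effect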
# FLuc stim CS: FLuc activators, initial screening, artefact control for FLuc-dependent activation tests, biochemical, ATPlite luminescence | Luciferin 4-monooxygenase (Photinus pyralis), P08659 | ATPlite luciferase biochemical, 10 min; 0 = ATP-free wells, 1 = DMSO control | activation factor at 10 µM | 200,000 tested, under 10 active;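 active = luciferase activation factor, scaled between plate controls, of at least 2 with compound at 10 µM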
#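 Assay system: Luciferase/luciferin detection reagent, cell-free biochemical luciferase assay / Also added: ATP substrate / Schedule: 10 min at ambient temperature / Measured by: luminescence measurement of luciferase light output / Benchmarks: low control with PBS replacing ATP, high control enzyme plus ATP without compound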
# TNAP inh no acc: human TNAP enzyme inhibitors, primary screen, biochemical, luminescent, no phosphate acceptor, uHTS; inhibition, % at 20 µM; actives 0.26% (n = 200,000); AID 1012, 2008; purified TNAP, CDP-star luminescence, 30 min;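 active = tissue-nonspecific alkaline phosphatase inhibition above about 50% at 20 µM in the single-dose screen, limit read from the data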;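 also: 0% = DMSO negative control and 100% = EDTA positive control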
# PMI act: activators of human PMI, primary screen, biochemical, fluorescence intensity, near-Km mannose 6-phosphate | Mannose-6-phosphate isomerase (Homo sapiens), P34949 | purified human PMI, coupled resazurin fluorescence, 20 min; active compounds read high; 1 = vehicle control, 0 substrate-free wells | activation factor at 20 µM | actives 0.005% (n = 190,000);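 active = activation factor of 2 or more at 20 µM, relative to plate controls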
# Target sequence (P34949 whole entry, looked up): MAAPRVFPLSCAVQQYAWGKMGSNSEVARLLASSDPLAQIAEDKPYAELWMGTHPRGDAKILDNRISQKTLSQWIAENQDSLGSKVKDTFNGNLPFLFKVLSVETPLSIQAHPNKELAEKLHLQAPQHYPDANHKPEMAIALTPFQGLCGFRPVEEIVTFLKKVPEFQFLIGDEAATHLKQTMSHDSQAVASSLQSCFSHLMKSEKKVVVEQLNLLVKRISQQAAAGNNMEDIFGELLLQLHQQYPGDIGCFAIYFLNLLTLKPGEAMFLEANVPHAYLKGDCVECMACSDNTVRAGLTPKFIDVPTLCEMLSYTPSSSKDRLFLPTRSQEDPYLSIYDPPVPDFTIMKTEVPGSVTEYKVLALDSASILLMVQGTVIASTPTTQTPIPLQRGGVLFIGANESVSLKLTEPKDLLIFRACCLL
# PMI act satM6P: human PMI activators, high substrate, primary screen, biochemical, fluorescence intensity, near-saturating mannose 6-phosphate | coupled PMI enzyme assay, resazurin fluorescence, 20 min; active compounds read high; 1 = untreated enzyme, 0 = substrate-free blank | activation factor at 20 µM | actives 0.34% (n = 190,000) | Mannose-6-phosphate isomerase (Homo sapiens), P34949 | AID 1216, 2008;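 active = activation factor of 2 or more at 20 µM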
#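 Test system – human PMI in coupled enzyme assay · Timing – 20 min incubation at room temperature · Detection – Diaphorase-driven resazurin-to-resorufin fluorescence, excitation 544, emission 590 nm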
# Active calls of the source: *.
SMILES,FLuc inhib CS,APP 5'UTR act,TNAP act hiacc,bIAP act,NF-kB neuron act,TNAP inh hi DEA,FLuc stim CS,TNAP inh no acc,PMI act,PMI act satM6P
CN1/C(=C\C(=S)NC(=O)c2cccc(Br)c2)C(C)(C)c2ccccc21,-1,10,0.7,1,0.63,26,1,44,1.3,1.8
CCC(Sc1nc(C)cc(=O)[nH]1)C(=O)Nc1sc2c(c1C#N)CCCC2 (stereo not drawn),-2,-3,1,0.9,1.1,-1,1,-11,0.9,0.9
CSc1oc(-c2ccccc2)nc1S(=O)(=O)c1ccc(C)cc1,-3,6,1,0.9,0.94,0,1,-10,1.1,1
Cn1c(-c2cnn(-c3ccccc3)c2N)n[nH]c1=S,4,0,1,1,1.1,-4,1,7,0.9,0.9
CN(C(=O)CCc1nnc(Cc2ccc(-c3ccccc3)cc2)o1)C1CCOCC1,-2,-6,1.1,1.1,0.99,-6,1,-10,1,0.9
CCOCCCNC(=O)C(NC(=O)CC1NC(=O)NC1=O)c1ccc(Cl)cc1 (stereo not drawn),-6,-1,1,1,0.98,-4,1.1,-6,1,1
CC12CC3CC(C)(C1)CC(C(=O)NC(=S)N1CCOCC1)(C3)C2,0,3,1,1.1,1.1,-5,1,-3,1.1,1
CC(Nc1ccc2c(c1)OCCO2)C(=O)N1CCc2ccccc21 (stereo not drawn),16,29,1.1,1.1,1.5,-5,0.8,-8,0.9,0.9
COc1ccc(C)cc1S(=O)(=O)Nc1cccc(C)c1,-1,2,1,1.2,0.95,-3,1,-4,0.9,1
CCOC(=O)N1CCN(c2ccc(C(=O)c3cccc(F)c3)cc2)CC1,-2,-27,1.1,0.9,2.1,-6,1,-11,1,1
CCn1c(SC(C)C(=O)O)nnc1-c1cccnc1 (stereo not drawn),0,-4,1,1,0.88,-4,1,-7,0.9,1
COc1ccccc1/C=C/C1(C(=O)NC2CCCC2)CC(=O)N1c1ccc(C)cc1 (stereo not drawn),-7,19,1,0.9,0.95,-3,1.1,-9,0.9,0.9
CCOC(=O)/C(C#N)=C/c1cc(C)n(-c2ccc(Br)cc2)c1C,-8,4,1.1,0.8,1.5,-7,1.1,-17,1,1.1
Nc1cc(C(F)(F)F)ccc1C(=O)O,0,-1,1,0.9,1.1,2,1,-6,1.2,1.1
CCCOC(=O)c1ccc(OCC(O)CN2CCN(C(=O)c3ccccc3)CC2)cc1 (stereo not drawn),-3,6,1,1.1,0.85,-5,1,-13,1,1.1
Nc1nonc1C(=O)OCC(=O)N1CCCCC1,1,2,1.1,1,0.92,-9,1,-14,1,1.1
Cc1ccc(CNC(=O)C2CCN(S(=O)(=O)c3cccs3)CC2)o1,2,0,1,1.1,1.4,-2,1,-18,1.3,1.3
Cc1cc(O)cc(O)c1C(=O)Cc1cscn1,-6,2,1.1,0.9,0.87,-6,1.1,-7,0.9,0.8
CC(C)(C)NS(=O)(=O)c1cnc(Cl)c(Cl)c1,-10,1,1,1,1,-4,1.1,-10,1,1
CCN(CC)c1ccc(C(=O)NC(=S)Nc2cc(S(=O)(=O)N3CCOCC3)ccc2-n2cncn2)cc1,-6,3,0.9,1,1.1,7,1.1,7,1.1,1
COc1ccc(CC(=O)NCc2nnc(SCC(=O)Nc3ccc(OC)cc3)n2C)cc1,3,2,1.1,1.1,1,-6,1,-16,1.1,1
COc1ccc(N2CCN(c3cc(=O)n(Cc4ccc(F)cc4)c(=O)[nH]3)CC2)cc1,-2,-6,1,1,1.1,-1,1,-7,0.9,0.9
CS(=O)(=O)Nc1ccc(C(=O)NCCSCc2c(F)cccc2Cl)cc1,-3,-13,1.1,1.2,1,-6,1,-8,1,1
O=C(NCCCN1CCCC1=O)c1cncc(Br)c1,-1,6,1,1,1.2,-2,1,-9,1,1
NS(=O)(=O)c1ccc(CCNC(=O)CSc2nc3ccccc3c(=O)n2CCC(=O)N2CCCCC2)cc1,53*,2,1,1,2.4,-2,0.5,1,1,0.9
O=C(Nc1ccc(N2C(=O)c3cccc4cccc(c34)C2=O)cc1)c1ccc(N2CCCCC2)c([N+](=O)[O-])c1,-6,-10,1,1,1.2,-1,1.1,5,0.9,0.9
NC(=O)C1CCN(C(=S)NCc2ccc3c(c2)OCO3)CC1,-5,15,1,1.1,1.1,-1,1.1,-12,1,1.1
CC1=Nc2ccccc2/C1=C/c1nc(-c2ccc(C)s2)oc1O,11,-2,0.9,0.8,0.99,10,0.9,24,1,0.6
CCOC(=O)C1C(=O)NC(c2ccccc2)=NC1c1ccc(OC)cc1 (stereo not drawn),-10,-1,1.1,0.8,1,-6,1.1,-6,1,1
CCOC(=O)c1c(NC(=O)COc2cccc3c2CCN(C)C3=O)sc2c1CCC2,-8,-7,1,0.8,0.52,-1,1.1,-6,0.9,1
CO/N=C/c1c(-c2ccc(Cl)cc2)nc2cc(C)ccn12,-3,11,1.1,1,1.4,-5,1,-16,0.9,0.9
Cc1ccc2nc(Nc3ccccc3O)nc(-c3ccccc3)c2c1,-7,-3,1,1,1.3,-1,1.1,-6,0.9,1
Cc1ccc(S(=O)(=O)Nc2ccc(NC(=O)CN3CCCCC3)cc2)cc1,-6,1,1,0.9,1.1,-4,1.1,-11,0.9,0.9
O=C(/C=C(/c1ccc(Cl)cc1)n1cncn1)c1ccccc1,-4,18,1,1,1.2,-4,1,3,1.2,1.2
CC(C)COc1ccc(/C(O)=C2/C(=O)C(=O)N(CCN(C)C)C2c2ccncc2)cc1 (stereo not drawn),1,13,1,0.8,0.93,1,1,-12,1,1
Cc1cc2nc(C(F)(F)F)cc(-c3cccs3)n2n1,-2,28,1,1,1.1,-2,1,-13,1,1.1
CC1(C)Cc2c(sc3ncnc(N)c23)CO1,-4,-2,1,0.9,0.97,-3,1,-14,0.9,0.9
Cc1cc(C)nc(SCc2cc(=O)c(OC(=O)c3ccc(S(=O)(=O)N(C)C)cc3)co2)n1,0,2,1,0.8,1.1,-2,1,-17,0.9,1
CCc1ccc(S(=O)(=O)c2ccc(-n3nc(C)cc3N)cc2)cc1,-8,-19,1,1.1,1,0,1.1,-12,0.8,0.9
Cc1ccc(CN(C(=O)Cc2cccs2)C(C(=O)NC2CCCC2)c2ccncc2)cc1 (stereo not drawn),-4,23,1,0.8,0.89,1,1,-14,0.8,0.9
CC1CCN(S(=O)(=O)N2CCC(C(=O)N3CCC(N(C)CC4CCCO4)CC3)CC2)CC1 (stereo not drawn),-10,0,1.1,1.1,1.2,-6,1.1,-16,1.1,1.1
Cc1cccc(N(CC(=O)NCc2ccco2)C(=O)CCC(=O)Nc2nccs2)c1,-4,-3,1.1,1,1,-7,1,-10,1,1
CCOC(=O)Cc1csc(N/C(=N/S(=O)(=O)c2cc(Br)ccc2OCC)c2ccccc2)n1,-5,10,1,1.1,1,2,1.1,-12,1,0.9
O=c1[nH]c(=O)n(Cc2ccco2)c2c1C(C(F)(F)F)(C(F)(F)F)N=C(C1CCCCC1)N2,-4,7,1,0.9,1.2,0,1,-6,0.9,0.9
CN1C(=O)c2ccc(C(=O)NCc3ccccc3)cc2C1=O,-6,4,1,0.8,1,1,1.1,-11,0.9,0.9

# Some of the entries above, reformatted.
mol | FLuc inhib CS | APP 5'UTR act | TNAP act hiacc | bIAP act | NF-kB neuron act | TNAP inh hi DEA | FLuc stim CS | TNAP inh no acc | PMI act | PMI act satM6P
Cc1cc2nc(C(F)(F)F)cc(-c3cccs3)n2n1 | -2 | 28 | 1 | 1 | 1.1 | -2 | 1 | -13 | 1 | 1.1
CC1(C)Cc2c(sc3ncnc(N)c23)CO1 | -4 | -2 | 1 | 0.9 | 0.97 | -3 | 1 | -14 | 0.9 | 0.9
Cc1cc(C)nc(SCc2cc(=O)c(OC(=O)c3ccc(S(=O)(=O)N(C)C)cc3)co2)n1 | 0 | 2 | 1 | 0.8 | 1.1 | -2 | 1 | -17 | 0.9 | 1
CCc1ccc(S(=O)(=O)c2ccc(-n3nc(C)cc3N)cc2)cc1 | -8 | -19 | 1 | 1.1 | 1 | 0 | 1.1 | -12 | 0.8 | 0.9
Cc1ccc(CN(C(=O)Cc2cccs2)C(C(=O)NC2CCCC2)c2ccncc2)cc1 (stereo not drawn) | -4 | 23 | 1 | 0.8 | 0.89 | 1 | 1 | -14 | 0.8 | 0.9
CC1CCN(S(=O)(=O)N2CCC(C(=O)N3CCC(N(C)CC4CCCO4)CC3)CC2)CC1 (stereo not drawn) | -10 | 0 | 1.1 | 1.1 | 1.2 | -6 | 1.1 | -16 | 1.1 | 1.1

# Additional structures follow:
SMILES,FLuc inhib CS,APP 5'UTR act,TNAP act hiacc,bIAP act,NF-kB neuron act,TNAP inh hi DEA,FLuc stim CS,TNAP inh no acc,PMI act,PMI act satM6P
CC1=NN(C(=O)c2ccc(Cn3cc([N+](=O)[O-])cn3)cc2)C(O)(C(F)(F)F)C1 (stereo not drawn),-4,-8,1.1,0.9,1,-5,1,-11,1,0.9
C=CCN1C2CCCC1CC(NC(=S)Nc1cccc(OC)c1)C2 (stereo not drawn),-6,2,1.1,0.9,1.1,-8,1.1,-12,0.9,1
CCOC(=O)c1c(C)[nH]c(C)c1C(=O)CSc1nc(N)cc(N)n1,-7,17,1,0.9,0.95,1,1.1,-12,0.9,0.9
c1ccc(-n2ncc(-c3nn[nH]n3)n2)cc1,-1,-1,1,1.1,1.1,-4,1,2,1.1,1.1
Cc1ccccc1NCc1ccccc1O,-3,-14,1,1,1,-1,1,-9,1,1
Cc1ccccc1CNC(=O)c1ccccc1C,-4,14,1,0.9,1.4,0,1,-4,1,1
COc1cccc(CNC(=O)CCC2CCCN(Cc3ccc(OC(F)F)cc3)C2)c1 (stereo not drawn),-5,19,1,1.2,0.94,-1,1.1,-6,1,1
CCOc1ccc(/C=C(\C#N)C(=O)NCC2CCCO2)cc1OCC (stereo not drawn),-4,-18,1,0.9,1.1,1,1,-15,0.8,1
CC(C)(C)C(=O)/C=C1\NC(=O)CS1,-2,12,1,0.9,1.1,-1,1,-4,1,1
COC(=O)c1ccc(-n2cc(-c3ccc(OC)cc3)[nH]c2=S)cc1,7,2,1,0.9,1.2,0,0.9,-4,0.9,1
CN1CCc2c(sc3c2c(=O)n(-c2ccccc2)c2n[nH]c(=S)n32)C1,-10,9,1,0.8,0.98,1,1.1,-13,1.3,1.6
ONC=Nc1cccc2nonc12,-2,12,1.1,0.9,1.2,-6,1,-5,1,0.9
Cc1cccc(N2CCN(C(=S)Nc3ccc4nc(N5CCN(C)CC5)cc(C)c4c3)CC2C)c1 (stereo not drawn),-6,15,1,1.2,1.1,-1,1.1,10,0.9,0.8
O=C(c1ccccc1F)N1CCN(c2ccccc2)CC1,-4,25,1,0.9,1.5,-4,1,-14,0.9,0.9

# Screening data: PubChem, several laboratories
